Screening data: PubChem, National Center for Advancing Translational Sciences (NCATS)
FLuc counter – inhibits or activates purified firefly luciferase, miR-21 counter-screen; hit rate 6.9% among 360,000; Potency, µM (series often up to 57.5 µM), for the others: at the top dose activity change, negative = inhibition, usual class: inhibitors; P08659; purified FLuc, Km substrates, luminescence inhibition; active = well fitted inhibition curve with a large enough effect; inconclusive = small, poorly fitted or top-dose-only effect;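 also: plate controls were vehicle for no effect and reference inhibitor for full effect; nearly all actives have a fitted effect of over 55% in size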
Target sequence (P08659 whole entry, looked up): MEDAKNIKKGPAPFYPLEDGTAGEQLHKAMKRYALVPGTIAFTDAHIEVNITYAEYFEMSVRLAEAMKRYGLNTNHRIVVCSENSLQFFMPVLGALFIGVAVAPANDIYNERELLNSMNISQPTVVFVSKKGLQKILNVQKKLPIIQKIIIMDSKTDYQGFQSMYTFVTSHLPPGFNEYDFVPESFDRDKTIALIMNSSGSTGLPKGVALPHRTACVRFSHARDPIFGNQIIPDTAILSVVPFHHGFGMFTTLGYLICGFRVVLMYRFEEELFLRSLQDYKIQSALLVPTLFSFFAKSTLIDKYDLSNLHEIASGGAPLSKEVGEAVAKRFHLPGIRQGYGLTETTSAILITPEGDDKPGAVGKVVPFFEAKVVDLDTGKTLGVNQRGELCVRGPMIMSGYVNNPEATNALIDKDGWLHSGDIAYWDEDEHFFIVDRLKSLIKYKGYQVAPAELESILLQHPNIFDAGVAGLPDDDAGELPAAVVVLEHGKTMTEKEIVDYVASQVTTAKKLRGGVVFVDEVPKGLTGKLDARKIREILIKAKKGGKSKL
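Biochemical qHTS of compounds, final roughly 60 µM downward over six points, against 10 nM purified firefly luciferase using Km concentrations of substrates (10 uM D-luciferin, 10 uM ATP) in Tris acetate pH 7.5 buffer; luminescence output.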
* marks the source's active call; other numbers are inactive results; ? = inconclusive. Potency is read from the fitted curve at half-maximal effect. This is a subset; count on the stated rates, not on these rows.

smiles | FLuc counter
COc1ccc(CNS(=O)(=O)c2cc3c(cc2Cl)N(C(C)=O)CCO3)cc1 | -6.7%
CSc1ncc(C(=O)N2CCN(c3cc(Cl)ccc3C)CC2)c(C)n1 | -0.9%
CCOc1ccc(NC(=O)c2cc(S(=O)(=O)NC3CCCCCC3)ccc2F)cc1 | -10.0%
COC(=O)c1nc2n(n1)C(c1cc(OC)ccc1OC)C=C(c1ccc(Br)cc1)N2 (stereo unspecified) | -11.0%
COc1ccc(N2CCN(c3cc(C)nc4nncn34)CC2)cc1 | -7.5%
O=C(Cn1cc(S(=O)(=O)Cc2ccccc2Cl)c2ccccc21)NCCc1ccccc1 | -0.1%
Nc1nonc1-c1nc2ccccc2n1Cc1cccc(Cl)c1 | -9.4%
COc1cccc(N2CCN(C(=O)C3CCN(S(=O)(=O)c4cn(C)cn4)CC3)CC2)c1 | -0.1%
CC(C)CCNC(=O)CCn1c(=O)c2cccn2c2cccnc21 | 0.5%
O=C(NC1CC1)c1ccc(Cn2c(SCc3cccc(F)c3)nc3cccnc32)cc1 | -15.8%
COC(=O)c1cc2sccc2n1Cc1c(C)cc(C)cc1C | 6.7%
COC(=O)c1cc2oc(C)cc2n1Cc1ccccc1Cl | -4.7%
Cc1oc(-c2ccccc2Cl)nc1CS(=O)CC(=O)N1CCN(c2cccc(C(F)(F)F)c2)CC1 (stereo unspecified) | -1.6%
Cc1ccc(NC(=O)C2CCCN(S(=O)(=O)c3cccc4cccnc34)C2)c(Br)c1 (stereo unspecified) | -11.9%
CCCCN(CC)c1nc(-c2ccccc2F)nc2ccccc12 | ?
CC(C)Cc1nn2c(=O)cc(COC(=O)c3cccc(NC(=O)CCc4ccccc4)c3)nc2s1 | -0.5%
CCc1ccc(CNC(=O)CCSCc2ccccc2F)cc1 | ?
CCOc1ccc(S(=O)(=O)Nc2cccc(-c3ccc(N4CCC(C)CC4)nn3)c2)cc1 | 2.69µM*
O=C(c1cnc(N2CCCCC2)c2ccccc12)N1CCN(c2ccc(F)cc2)CC1 | 5.7%
COc1ccc(NC(=O)c2cnc(N3CCOCC3)c3ccccc23)cc1OC | ?
CCC(=O)Nc1ccc(CC)cc1-c1nc2ccccc2n(CC(=O)Nc2cccc(Cl)c2)c1=O | 2.7%
Cc1ccc(NC(=O)c2ccc3c(c2)NC(=O)c2ccccc2S3)c(Cl)c1 | -3.3%
Cc1c(NC(=O)Cc2ccc(Cl)cc2)cccc1-c1nc2cccnc2s1 | -7.2%
CCOc1cc(C(=O)N2CC(=O)Nc3ccc(F)cc3C2c2ccccc2)cc(OCC)c1OCC (stereo unspecified) | -9.8%
CCCCC(=O)Nc1c(C(=O)N2CCN(c3ccccc3)CC2)oc2ccccc12 | -2.1%

More entries
smiles | FLuc counter
COc1ccc(CCN2C(=O)c3oc4ccc(F)cc4c(=O)c3C2c2ccc(C(C)(C)C)cc2)cc1 (stereo unspecified) | 0.7%
O=C(c1ccccc1Cl)N(Cc1ccco1)Cc1ccco1 | -0.4%
CCC(C)NC(=O)c1sc2nc(C)c(C(=O)Nc3ccc(Cl)cc3)c(-c3ccc(Br)cc3)c2c1N (stereo unspecified) | -0.6%
Cc1ccc(CNC(=O)CN2CCCN(Cc3ccc(F)cc3)S2(=O)=O)cc1 | 4.7%
Cc1ccc(S(=O)(=O)N(CC(=O)NCCSc2ccc(Cl)cc2)c2cccc(Cl)c2)cc1 | 3.9%
Cc1cc(C)cc(NC(=O)c2cn3c4c(ccc(Cl)c4c2=O)OC(C)C3)c1 (stereo unspecified) | 7.2%
CCOc1ccc(CNC(=O)c2ccc3c(c2)c(C)c(C)n3C)cc1 | ?
CCCCOc1ccc(-c2nonc2NC(=O)c2ccco2)cc1 | ?
Cc1ccc(S(=O)(=O)C(CNS(=O)(=O)c2ccc(F)c(C(F)(F)F)c2)c2ccco2)cc1 (stereo unspecified) | -3.7%
CCOc1ccc(-n2c(SCC(=O)Nc3ccccc3OC)nc3c(oc4ccccc43)c2=O)cc1 | -4.3%
COc1ccc(OC)c(NC(=O)Cn2c(=O)n(-c3cccc(C)c3)c(=O)c3c2c2cc(C)ccc2n3C)c1 | 2.1%
Cc1ccccc1CSc1nc2cccnc2n1Cc1ccc(C(=O)NCCc2cccs2)cc1 | 5.36µM*
COc1ccc(Cl)cc1NC(=O)NCc1noc2ccccc12 | -18.9%
CC(C)c1ccc(C2c3c(-c4ccccc4O)n[nH]c3C(=O)N2Cc2ccncc2)cc1 (stereo unspecified) | 1.6%
CCOc1ccccc1NC(=O)Cn1cnc2sc(C)c(S(=O)(=O)N3CCC(C)CC3)c2c1=O | 2.2%
CCCCOC(=O)c1cccc(NC(=O)/C=C/c2ccccc2Cl)c1 | 6.75µM*
NC(=O)c1nc(Nc2ccccc2)sc1NC(=O)c1ccccc1Br | -2.5%
NC(=O)CSc1ncc2c(n1)-c1ccccc1N(Cc1ccc(F)cc1)S2(=O)=O | 6.0%
CN(C)c1ccc(C(CNS(=O)(=O)c2ccc(F)cc2)N2CCc3ccccc32)cc1 (stereo unspecified) | -0.3%
Cc1nnc(N2C(=O)c3oc4ccccc4c(=O)c3C2c2ccc(F)cc2)s1 (stereo unspecified) | 1.4%
CCc1ccccc1NC(=O)N1CC(CC)Oc2ccc(Cl)cc21 (stereo unspecified) | ?
CCOc1ccc(CN2C(=O)c3ccccc3Sc3ccc(C(=O)O)cc32)cc1 | ?
Cc1cc(Cl)ccc1OCC(=O)N(Cc1ccc(N(C)C)cc1)C1CCS(=O)(=O)C1 (stereo unspecified) | -12.5%
COc1ccc(NC(=O)c2cc(C(C)=O)n3ccccc23)cc1Cl | ?
COc1ccc(-c2nc3sc(CCNC(=O)C(=O)Nc4ccc(OC)c(OC)c4)c(C)n3n2)cc1 | 3.3%

(list continues)
smiles | FLuc counter
COc1ccc(OC)c(S(=O)(=O)N2Cc3ccccc3CC2C(=O)Nc2ccc(C)cc2C)c1 (stereo unspecified) | 0.4%
Cc1cc(Br)cc(C)c1OCC(=O)Nc1ccc(S(=O)(=O)Nc2ncccn2)cc1 | ?
Cc1ccc(CNC(=O)Cc2csc3ccccc23)cc1 | 2.3%
Cc1ccc(CNC(=O)c2cc(=O)c3cc(C)c(C)cc3o2)cc1 | -1.8%
Cc1ccc(NC(=O)CSc2nnc(C)s2)c(C)c1 | -12.1%
Cc1ccccc1CSc1nc(-c2ccccc2)nc2c1Cc1c(CO)cnc(C)c1O2 | -2.1%
CC1CCN(C(=O)Cn2ncc3c4ccccc4n(Cc4ccc(Cl)cc4)c3c2=O)CC1 | -17.1%
Cc1ccccc1-n1nc(CO)c(C(=O)NCc2cccnc2)n1 | -2.8%
COc1ccc2oc(=O)c(-c3nc4ccc(C)cc4[nH]3)cc2c1 | -3.3%
Cc1cc(C)c(NC(=O)c2sc3nc(C)cc(C)c3c2NC(=O)c2ccccc2)c(C)c1 | -0.2%
CC(CCc1ccccc1)NC(=O)Cn1c(=O)nc(-c2ccccc2F)c2cc(Cl)ccc21 (stereo unspecified) | -6.0%
COc1cccc(-c2nc3c(c(SCc4ccccc4Cl)n2)Cc2c(CO)cnc(C)c2O3)c1 | -2.3%
CNC(=O)CCCN1C(=O)CCn2nc(-c3cn(C)c4ccccc34)cc21 | -1.4%
COC(=O)c1cc2sccc2n1Cc1nc(-c2cccc(Br)c2)oc1C | -2.2%
Cc1ccc(C)c(NC(=O)C(=O)NCC(c2cccnc2)N2CCN(c3ccc(F)cc3)CC2)c1 (stereo unspecified) | -9.1%
COc1ccc(NC(=O)c2sc3nc(C)c(C(=O)Nc4ccc(C)cc4C)c(-c4ccc(Cl)cc4)c3c2N)cc1 | -0.6%
CCc1ccccc1Nc1nc2cc(Cl)c(Cl)cc2nc1-n1nc(C)cc1C | 2.8%
CC(CNC(=O)c1nnc(Cc2ccc(F)cc2)o1)c1ccccc1 (stereo unspecified) | -8.2%
CCOc1ccc(CNC(=O)c2cnc(SC)nc2C)cc1 | 5.0%
CC1CCC(NC(=O)c2ccc(CS(=O)(=O)c3c(Cl)cccc3Cl)o2)CC1 (stereo unspecified) | -2.2%
CCN1CCN(CCCNC(=O)c2ccc3nc(Cc4ccc(OC)cc4)oc3c2)CC1 | -3.3%
COc1ccc(CCC(=O)NC2CC(=O)N(c3ccc(OC)cc3)C2)cc1 (stereo unspecified) | -4.7%
CCOc1ccc(CNC(=O)CSc2nnc(C)c3c(C)n(-c4ccc(Cl)cc4)nc23)cc1 | 0.6%
O=c1oc2ccc3ccccc3c2cc1-c1nnc(Nc2ccccc2F)s1 | -1.5%
COCCNC(=O)CSc1nc(-c2ccc(F)cc2)[nH]c1-c1ccc(Cl)cc1 | 1.2%

Carrying on.
smiles | FLuc counter
Cc1c(C(=O)NCCN(C)C)sc2nc3n(c(=O)c12)CCC3 | 3.0%
COc1ccc(N2CCN(C(=O)C3CCCN(C(=O)c4cc5sccc5n4C)C3)CC2)cc1 (stereo unspecified) | -10.7%
COc1ccc(N2CCN(C(=O)CSCc3nc(-c4ccccc4Cl)oc3C)CC2)cc1 | -11.4%
Cc1ccc(C)c(NC(=O)c2cc(S(=O)(=O)N3CCN(c4cccc(Cl)c4)CC3)ccc2F)c1 | 1.1%
Cc1cccc(C(=O)Nc2cc3c(cc2N2CCCCC2)n(C)c(=O)c(=O)n3C)c1 | -1.7%
COc1ccc(S(=O)(=O)NCC(c2ccco2)S(=O)(=O)c2cccs2)cc1F (stereo unspecified) | 0.1%
COc1cc(NC(=O)c2ccc3oc(=O)c(S(=O)(=O)c4ccccc4)cc3c2)cc(OC)c1 | 6.0%
CCCCS(=O)CC(O)CSc1nc(-c2ccc(OC)cc2)cc(-c2ccccc2)c1C#N (stereo unspecified) | -2.3%
CCCCC(=O)OC1=C(C(=O)c2ccccc2)N(CCC)S(=O)(=O)c2ccccc21 | -6.9%
CCCN1Cc2cccc(C(=O)Nc3ccccc3C(=O)OC)c2C1=O | 5.0%
COc1ccccc1-n1cc(-c2ccc(C)cc2)nc1S(=O)(=O)CC(=O)Nc1ccccc1C(F)(F)F | -14.0%
CCOC(=O)N1CCC(NC(=O)c2cnn(-c3ccc(C)cc3)c2C2CCN(C(=O)OC(C)(C)C)CC2)CC1 | 5.3%
Cc1ccc2c(CN3CCN(C(=O)c4ccc(Br)cc4)CC3)cc(=O)oc2c1 | -1.3%
CCOC(=O)c1c(C)n(-c2ccccc2)c2ccc(OC(=O)c3cccc(OC)c3OC)cc12 | -13.0%
CC(C)(C)OC(=O)N1CCC(c2c(C(=O)NC3CCN(Cc4ccccc4)CC3)cnn2-c2ccc(F)cc2F)CC1 | -1.6%
CCCCC12CN3CC(C)(CN(C1)C3c1ccc(O)c(OC)c1)C2=O (stereo unspecified) | -9.8%
CCOC(=O)C1CCN(S(=O)(=O)c2cc(-c3cc(C)no3)ccc2C)CC1 | 0.8%
Cc1csc2nc(COC(=O)c3ccccc3NC(=O)c3ccc(F)cc3)cc(=O)n12 | -4.8%
Cc1ccc2nc(-c3ccc(Cl)c(NC(=O)COc4cccc(C)c4C)c3)oc2c1 | 4.78µM*
COCCCNC(=O)c1ccc(-n2c(-c3ccccc3)cc3c2CCC(C)C3)cc1 (stereo unspecified) | -4.6%
Cc1ccc2nc(-c3ccc(NC(=O)COc4ccccc4)cc3)sc2c1 | 3.01µM*
CCCCCSc1nnc(-c2ccc(Br)cc2)o1 | 12µM*
CCC(Sc1nc2ccncc2[nH]1)C(=O)Nc1ccc(F)cc1 (stereo unspecified) | -7.2%
Cc1ccc(-c2cc(NC(=O)COc3c(C)cc(C)cc3C)on2)cc1 | ?
Cc1cccc(C)c1NC(=O)c1sc(-n2nc(C)c(Cc3ccccc3)c2C)nc1C | -3.0%

Continued:
smiles | FLuc counter
O=C(NCCCN1CCCCCC1)c1ccc2c(c1)sc1nc(-c3ccccc3)cn12 | -1.4%
CC(=O)c1cccc(NC(=O)c2cc(C)nc3c2c(C)nn3-c2cccc(Cl)c2C)c1 | -1.6%
C=Cc1ccc(Cn2c(=O)n(CC3CCC(C(=O)NC(C)C)CC3)c(=O)c3sccc32)cc1 (stereo unspecified) | -0.9%
Cc1cccc(CNC(=O)C2CCN(c3nnc(-n4c(C)ccc4C)s3)CC2)c1 | -8.3%
COc1cc(Cl)c(C)cc1NS(=O)(=O)c1c(C)nc2sccn2c1=O | -14.3%
Cc1ccc(S(=O)(=O)c2nc(-c3cccs3)oc2N2CCCCC2)cc1 | -14.0%
Cc1ccccc1CNCCCSc1nnnn1C | 0.4%
COc1cc(NS(=O)(=O)c2cc3[nH]c(=O)[nH]c3cc2C)cc(OC)c1OC | -7.3%
COc1ccc2c(c1)cc1c(=O)n(CC(=O)NCCCc3ccccc3)nc(C)n12 | 0.1%
Cc1cc(N2CCCCC2)nc2ccc(NC(=O)c3cccc(F)c3)cc12 | -5.5%
COc1ccc(Br)cc1CNC(=O)CN1C(=O)c2cccnc2Oc2ccc(C)cc21 | -12.6%
COc1ccc(Cn2nnc3c(=O)[nH]c(C4CCN(C(=O)c5ccc(C)cc5)CC4)nc32)cc1OC | -2.2%
Cc1ccc(-n2nc(C)c3c(C)cc(=O)n(CC(=O)Nc4ccc(Br)cc4F)c32)cc1 | 6.6%

Among those listed so far, these have a tert-butyl group.
smiles | FLuc counter
COc1ccc(CCN2C(=O)c3oc4ccc(F)cc4c(=O)c3C2c2ccc(C(C)(C)C)cc2)cc1 (stereo unspecified) | 0.7%
CCOC(=O)N1CCC(NC(=O)c2cnn(-c3ccc(C)cc3)c2C2CCN(C(=O)OC(C)(C)C)CC2)CC1 | 5.3%
CC(C)(C)OC(=O)N1CCC(c2c(C(=O)NC3CCN(Cc4ccccc4)CC3)cnn2-c2ccc(F)cc2F)CC1 | -1.6%
